CSM14.1 death rescue: protection against thapsigargin-triggered cell killing – 384-well, CSM14.1, ATP luminescence, primary screen (AID 1222) | CSM14.1 thapsigargin-induced death rescue, ATP luminescence; higher % means a stronger effect | cellular ATP content (survival), % at 20 µM; hits with a dose series show EC50 in µM | 190,000 tested, under 10 active;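 active = EC50 below 50 µM in the dose-response confirmation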;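 also: death triggered by thapsigargin at about 15 µM added after 2 h compound pretreatment; cell ATP read after overnight thapsigargin exposure of roughly 18 to 22 hours; normalized against plate controls of thapsigargin alone and 5% DMSO vehicle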
AID2073: inhibitors of Mint1-CaV2.2 protein interaction, biochemical, HTRF (AID 2073); hit rate 0.19% among 290,000; one-dose inhibition, % at 20 µM; IC50 in µM for titrated hits; HTRF protein-protein interaction, Mint1-CaV2.2; higher % means a stronger effect; in the data active = inhibition mostly above about 51%, no sharp cut-off; inconclusive = no clear call, values can overlap the other calls; inactive = mostly below about 53%; also: some results filed as inactive read as strong as hits
HEK293 NOD2/NF-kB: NOD2 signaling inhibitors, cell-based, luminescence, uHTS, HEK293 (AID 1566). HEK293 NOD2/NF-kB luciferase reporter, luminescence; higher % means a stronger effect. inhibition, % at 4 µM, or EC50 in µM where a hit was titrated. hit rate 0.63% among 290,000; also: many of its hits are not listed in these tables
M17LAP inhibition: P. falciparum M17LAP inhibitors, primary screen, biochemical, fluorogenic H-Leu-NHMec substrate, 1536-well (AID 1619). recombinant M17LAP, H-Leu-NHMec fluorogenic kinetic assay; higher % means a stronger effect. inhibition, % at 30 µM; hits with a dose series show IC50 in µM. hit rate 0.38% among 220,000;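 active = compound inhibiting the enzyme by more than half at any dose during confirmatory dose-response retesting; inconclusive = strong single-dose inhibitors picked by rank but not retested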;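 also: plate controls were full reaction with DMSO carrier for no effect and no enzyme background for full effect; strong numbers were not always called active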
XIAP displacement: small molecules displacing peptide from XIAP – biochemical, IAP family, fluorescence polarization (AID 1018); one-dose displacement, % at 20 µM; IC50 in µM for titrated hits; hit rate 0.007% among 200,000; XIAP BIR domain, fluorescence polarization peptide displacement; higher % means a stronger effect; in the data active = displacement above about 50%; also: a part of the inactive calls stands beside numbers as strong as those of hits
LYP inhibition: inhibitors of LYP phosphatase, biochemical, fluorescence intensity, uHTS (AID 1779) | recombinant LYP phosphatase, fluorescence intensity; higher % means a stronger effect | one-dose inhibition, % at 11.5 µM; IC50 in µM for titrated hits | hit rate 0.054% among 290,000;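 also: plate controls were vehicle with enzyme for no effect and no enzyme for full effect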
SIAH1 antagonists: blockers of Siah-1 interaction with plectin peptide – biochemical, fluorescence polarization, rhodamine-plectin, uHTS, primary screen (AID 1817); hit rate 0.02% among 290,000; displacement, % at 20 µM; hits with a dose series show IC50 in µM; Siah-1 / rhodamine-plectin peptide fluorescence polarization; higher % means a stronger effect;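 active = displacement of at least 50% at 20 µM, with a fluorescence ratio check between 0.3 and a set limit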;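 also: plate controls were Siah plus tracer with DMSO for no effect and tracer alone without Siah for full effect; strong numbers were not always called active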
M1AAP inhibition: malaria alanyl aminopeptidase activity blockers – biochemical, fluorogenic H-Leu-NHMec substrate, 1536-well (AID 1445); recombinant M1AAP, H-Leu-NHMec fluorogenic kinetic assay; higher % means a stronger effect; one-dose inhibition, % at 30 µM; IC50 in µM for titrated hits; hit rate 0.42% among 220,000;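 active = primary inhibition above the hit cutoff, then over 50% inhibition at one or more dose response concentrations, cut at about 23% in these data, passing the limit was not always enough; inconclusive = conflicting primary data, or primary hits not chosen for dose response; inactive = low primary inhibition, or under 50% at every dose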;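 also: plate controls were DMSO full reaction for no effect and no enzyme background for full effect; strong numbers were not always called active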
Hep lipid drop: hepatic lipid droplet formation modulation. inhibition, % at 6.5 µM. hit rate 0.4% among 240,000. AML12 mouse hepatocytes, oleate lipid droplets, BODIPY imaging;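 active = lipid droplet intensity inhibited by at least 50%, with more than 500 cells counted; inconclusive = wells with under 300 cells, treated as cytotoxic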
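Assay system: AML12 hepatocytes (mouse) / Also added: 100 µM oleic acid challenge / Times: overnight treatment with compound plus oleate / Detection: high-content imaging of BODIPY-stained droplets and DAPI nuclei / Evaluation: % inhibition of lipid droplet signal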
Hep lipid drop cells 6.5 µM: second read-out of Hep lipid drop, no call of its own (marks repeat the call); cell count; measured here: cell count, cytotoxicity flag;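 cells counted across two imaged fields per well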
Starred values were filed as active, the others as inactive; ? = inconclusive; · = not tested or not shown. Rule as the data show it, unless noted: active = inhibition above about 50%; inactive = the rest. A portion of the library; rates above refer to the full screens.

Structure	CSM14.1 death rescue	AID2073	HEK293 NOD2/NF-kB	M17LAP inhibition	XIAP displacement	LYP inhibition	SIAH1 antagonists	M1AAP inhibition	Hep lipid drop	Hep lipid drop cells 6.5 µM
COc1ccccc1NC(=O)Nc1ccnn1C1CCN(C(=O)c2ccccn2)CC1	·	20%	6%	·	·	-6%	2%	·	0	817
CC(=O)c1c(C)[nH]c(C(=O)Nc2cc(F)ccc2C)c1C	·	8%	8%	·	·	-7%	2%	·	17	771
O=C(c1ccc(Cl)c(S(=O)(=O)N2CCCC2)c1)N1CCN(c2ccccc2F)CC1	1.6%	-6%	28%	-2%	-13%	-3%	0%	0%	1	659
O=C(NCC1CCCO1)c1cc(C(=O)c2ccc(Cl)cc2Cl)c[nH]1 (stereo unspecified)	-0.8%	0%	15%	-2%	-8.6%	-8%	4%	2%	-4	713
Cn1c(SCc2ccccc2Cl)nc2c1c(=O)[nH]c(=O)n2C	·	-3%	-2%	·	·	4%	12%	·	-2	843
O=[N+]([O-])c1c(C(Cl)Cl)nn(-c2ccccc2)c1N1CCOCC1	-1.1%	-3%	22%	0%	-6.1%	-8%	6%	5%	3	708
COC(=O)c1ccc(NC(=O)c2cccc(OC)c2)cc1	0.0%	0%	-48%	-6%	-4.4%	-7%	-6%	6%	·	·
CC(=O)O/N=C(/c1nonc1N)N(C)C	-0.3%	-7%	8%	-1%	-11%	-11%	2%	0%	6	637
COc1ccc(CN2CC(=O)N(c3ccc(Cl)cc3)C2=S)cc1OC	·	-17%	-9%	·	·	-3%	1%	·	4	875
Fc1cccc(CN2CCN3CCCC3C2C2CCCCC2)c1 (stereo unspecified)	0.7%	-4%	25%	3%	-1.0%	-3%	3%	5%	·	·
O=c1[nH]c2ccc(NCc3ccc(OCc4ccccc4Cl)cc3)cc2[nH]1	·	-41%	-8%	·	·	-5%	-2%	·	-1	840
Cc1cc(C)cc(-c2nnc(SCC(=O)NCc3cccs3)o2)c1	·	2%	-3%	1%	-2.7%	0%	5%	20%	-17	547
C=CCc1ccccc1OCC(O)CN1CCN(c2ccc(C)cc2)CC1 (stereo unspecified)	-0.8%	-7%	6%	15%	1.2%	-6%	3%	1%	·	·
O=C(C1CCCCN1S(=O)(=O)c1ccccc1)N1CCCCC1 (stereo unspecified)	0.1%	-9%	-3%	2%	-2.7%	0%	-1%	2%	·	·
COc1ccc(NC(=O)/C=C2\SC(=O)NC2=O)cc1	0.3%	-6%	2%	2%	-4.0%	-3%	15%	13%	0	685
NC(=O)C1CCN(C(=O)COCc2cc(-c3ccc4c(c3)OCO4)on2)CC1	·	-7%	1%	·	·	-9%	3%	·	5	784
C/C=C(\C)C(=O)Nc1cccc(C2=NOC3(C2)C[C@H](C(N)=O)N(C(=O)CC#N)C3)c1 (stereo partly specified)	·	2%	11%	7%	·	-6%	-2%	1%	-7	805
O=C(CSc1ncnc2ccccc12)Nc1ccc2c(c1)OCCO2	-1.2%	7%	-5%	-4%	-2.3%	2%	3%	3%	15	687
O=C1C2C3C=CC(C3)C2C(=O)N1c1ccc(Cc2ccncc2)cc1 (stereo unspecified)	-1.1%	-3%	36%	-8%	-2.8%	-8%	-3%	-4%	·	·
CC(=O)Nc1nc(C)c(C(C)(C)C)s1	·	0%	-1%	-7%	·	-7%	-7%	-4%	10	760
Cn1c(N)c(C(=O)COC(=O)CSc2cccc3cccc(Cl)c23)c(=O)n(C)c1=O	0.6%	-2%	9%	3%	-4.4%	2%	0%	0%	-11	729
CC(C)CCN(C(=O)c1csnn1)C(C(=O)NC1CCCC1)c1ccccc1 (stereo unspecified)	·	4%	5%	·	·	-5%	4%	·	17	774
CC1CCCN(C(=O)Cn2cnc3c2c(=O)n(C)c(=O)n3C)C1 (stereo unspecified)	-0.4%	-1%	9%	7%	-2.7%	-6%	1%	5%	6	778
O=C1CC(c2ccccc2)C(C(=O)Nc2ccccc2F)N1 (stereo unspecified)	5.5%	0%	12%	9%	-3.6%	-4%	-1%	4%	15	717
COC(=O)c1ccc(OCCN2CCCCCC2)cc1	-0.6%	27%	-22%	-2%	-7.8%	2%	5%	-1%	6	667
CC(=O)NCc1ccc(C(=O)O)cc1	·	-8%	16%	-3%	·	-6%	-1%	-7%	-1	733
O=C(c1cc(COc2c(F)cccc2F)on1)N1CCN(C2CCCCC2)C(=O)C1	·	3%	20%	·	·	-12%	-1%	·	-8	709
CC1CCc2nc(N)c(C#N)c(-c3ccncc3)c2C1 (stereo unspecified)	-1.7%	16%	10%	-2%	-1.4%	-1%	-2%	-3%	2	786
O=C1NCCCc2c1no[n+]2[O-]	-0.2%	6%	-2%	15%	-0.4%	-6%	-2%	0%	-3	654
Cc1cccc(Cn2ccc(-c3ccc(Cl)cc3)c(C#N)c2=O)c1	0.6%	8%	1%	-7%	-20%	1%	12%	-6%	·	·
Cc1nnc(SCC(=O)Nc2nc(-c3ccccc3)cs2)n1N	-1.3%	2%	-7%	5%	-5.5%	2%	-3%	6%	·	·
COc1ccc(CCNC(=O)c2ccc(CS(=O)(=O)Cc3cccc(C)c3)o2)cc1OC	·	-6%	24%	·	·	-9%	12%	·	-9	619
Cc1ccc2nc(Cl)nc(-c3ccccc3)c2c1	-0.9%	?	23%	-8%	-1.5%	-6%	9%	8%	0	764
CC(=O)Nc1ccc(NS(=O)(=O)c2ccc3c(c2)n(C)c(=O)n3C)cc1	·	-3%	7%	·	·	-7%	-1%	·	-2	850
Cc1cc(C)c(NC(=O)COC(=O)CSc2ccc(Br)cc2C)c(C)c1	-0.5%	-1%	18%	10%	-0.5%	35%	-6%	12%	2	716
S=c1[nH]nc(-c2cccnc2)n1-c1ccc2c(c1)OCCO2	2.0%	11%	1%	11%	-3.7%	-4%	7%	2%	0	754
O=C(C1=C(O)C(=O)N(CC2CCCO2)C1c1ccc(Cl)cc1)c1ccco1 (stereo unspecified)	·	16%	17%	·	·	-5%	2%	·	8	694
CC(OC(=O)c1ccc2c(c1)C(=O)N(Cc1ccncc1)C2=O)C(=O)Nc1cccc(Cl)c1Cl (stereo unspecified)	-2.6%	?	3%	-4%	0.6%	-1%	-1%	5%	-18	601
CC(=O)NC(CCCCNC(=S)NC1CCCCC1)C(=O)O (stereo unspecified)	-0.3%	-10%	8%	20%	14%	-9%	-3%	-2%	14	729
Cc1ccc(C)n1-n1c(C)nc2sc(-c3ccccc3)cc2c1=O	·	-1%	-37%	0%	1.3%	3%	3%	2%	-14	658
Cc1onc(-c2ccccc2Cl)c1C(=O)O/N=C(\N)c1ccccc1	·	4%	-27%	·	·	-8%	5%	·	18	758
O=C1C(=O)N(CCCN2CCOCC2)C(c2ccc(F)cc2)/C1=C(\O)c1ccc2c(c1)OCCO2 (stereo unspecified)	·	2%	0%	·	·	-11%	8%	·	19	655
O=C(Cn1c(=O)sc2ccccc21)Nc1ccccc1	8.0%	10%	-4%	4%	-11%	-2%	0%	2%	-7	766
Cc1nc(-c2ccc(NS(C)(=O)=O)cc2)cs1	-2.3%	0%	-19%	10%	2.0%	2%	5%	12%	-3	670
O=C(Oc1ccc(C(=S)N2CCOCC2)cc1)c1ccccc1	-13%	-6%	1%	0%	-3.0%	-6%	16%	4%	15	686
CC(=O)Nc1ccc(C(=O)CSc2nnc(-c3ccc(O)cc3)n2CC2CCCO2)cc1 (stereo unspecified)	1.0%	10%	9%	11%	-9.5%	-7%	1%	4%	·	·
CCOC(=O)C1=C(C)NC2=C(C(=O)CCC2)C1c1ccc(N(C)C)cc1 (stereo unspecified)	0.2%	-1%	14%	5%	-1.3%	-7%	1%	15%	7	771
Cc1ccc(OCC(=O)NNC(=O)c2ccco2)c(C)c1	·	-3%	-10%	·	·	-2%	0%	·	-4	771
CCN(CC)C(=S)Nc1ccc(C(=O)OC)cc1	0.6%	-26%	16%	1%	-0.5%	-2%	14%	5%	0	737
Cc1ccc(NC(=O)C2CCCN2S(=O)(=O)c2cccc3cccnc23)c(C)c1 (stereo unspecified)	·	4%	20%	·	·	-8%	-2%	·	-29	759

Next part.
Structure	CSM14.1 death rescue	AID2073	HEK293 NOD2/NF-kB	M17LAP inhibition	XIAP displacement	LYP inhibition	SIAH1 antagonists	M1AAP inhibition	Hep lipid drop	Hep lipid drop cells 6.5 µM
O=C(O)CSCC(=O)Nc1cccc2ccccc12	-0.1%	0%	6%	38%	-2.9%	-11%	-6%	4%	·	·
C=CCNC(=S)Nc1sc2c(c1C(=O)OCC)CC(C)(CC)OC2 (stereo unspecified)	-2.6%	-25%	8%	10%	0.0%	2%	4%	20%	-18	650
O=C(/C=C/c1ccco1)Nc1ccc2c(c1)OCO2	-4.7%	0%	-107%	13%	-14%	-2%	0%	9%	-7	699
c1ccc(N2CCN(c3nc4ccccc4n4nnnc34)CC2)cc1	-2.5%	20%	14%	2%	-2.0%	2%	-2%	4%	43	679
Cc1ccccc1C(=O)NCc1nnc(SCC(=O)N2CCN(c3ccccc3)CC2)n1C	-0.8%	-4%	0%	14%	-10%	-6%	-3%	5%	2	787
O=C(CN1C(=O)c2ccccc2C1=O)N1CCN=C1c1ccccc1	·	-11%	23%	-1%	·	-9%	-3%	-4%	16	731
CCOC(=O)Cn1cc(/C=C(/C#N)C(=O)NC(C)C)c2ccccc21	0.8%	29%	10%	18%	-3.5%	-3%	1%	17%	-20	508
Cc1cc(=O)n(C2CCS(=O)(=O)C2)[nH]1 (stereo unspecified)	-0.2%	0%	-4%	-2%	-4.7%	-6%	-6%	0%	15	692
CC(=O)OC(C(=O)NC1CCCCC1)c1ccc(C)cc1 (stereo unspecified)	-0.9%	-4%	-9%	5%	2.4%	-9%	0%	2%	·	·
COc1ccc(OCC(=O)N/N=C(\C)c2cccs2)cc1	·	-18%	13%	8%	·	1%	3%	1%	37	766
COc1ccc(NC(NC(=O)c2ccc(OC)cc2)C(Cl)(Cl)Cl)cc1 (stereo unspecified)	-1.1%	-6%	22%	0%	-0.6%	-2%	-1%	3%	·	·

Screens deposited in PubChem by several laboratories.
